High-throughput results deposited in PubChem by several laboratories.
Hck Nef HTS = human Hck-Nef kinase inhibition | P08631 | Recombinant Hck-YEEI plus Nef, Z-Lyte FRET kinase assay | inhibition, % at 20 µM | 220,000 tested, 0.68% active;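 active means Hck-Nef kinase inhibition above about 50%, limit read from the data; inactive means inhibition below that limit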;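 further: 0% = DMSO with Hck plus Nef and 100% = Hck alone without Nef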
L929 necroptosis = L929 zVAD cell death inhibition; viability rescue, % at 10 µM; 220,000 tested, 0.38% active; L929 zVAD necroptosis rescue, ATP luminescence, 24 h; with zVAD 60 µM;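 active means activation, scaled between plate controls, above about 75%, limit read from the data; inactive means activation under that limit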;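 further: 0% = zVAD with DMSO and 100% = DMSO alone without zVAD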
Runt-SMMHC FRET = Runt domain-CBFb-SMMHC interaction inhibition. inhibition, % at 20 µM. AID 1434. Q01196+Q13951. Cerulean-Runt/Venus-CBFb-SMMHC FRET ratio 530/480, 1 h. 220,000 tested, 0.74% active;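 active means mean inhibition across duplicate retests at 20 µM reaching about 50%, limit read from the data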;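 further: 0% = DMSO wells and 100% = wells with excess untagged CBFb-SMMHC; inhibitors lower the FRET ratio by blocking Runt binding to CBFb-SMMHC; some results filed as inactive read as strong as hits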
Target sequence (Q01196 whole entry, looked up, the tested form may be a part): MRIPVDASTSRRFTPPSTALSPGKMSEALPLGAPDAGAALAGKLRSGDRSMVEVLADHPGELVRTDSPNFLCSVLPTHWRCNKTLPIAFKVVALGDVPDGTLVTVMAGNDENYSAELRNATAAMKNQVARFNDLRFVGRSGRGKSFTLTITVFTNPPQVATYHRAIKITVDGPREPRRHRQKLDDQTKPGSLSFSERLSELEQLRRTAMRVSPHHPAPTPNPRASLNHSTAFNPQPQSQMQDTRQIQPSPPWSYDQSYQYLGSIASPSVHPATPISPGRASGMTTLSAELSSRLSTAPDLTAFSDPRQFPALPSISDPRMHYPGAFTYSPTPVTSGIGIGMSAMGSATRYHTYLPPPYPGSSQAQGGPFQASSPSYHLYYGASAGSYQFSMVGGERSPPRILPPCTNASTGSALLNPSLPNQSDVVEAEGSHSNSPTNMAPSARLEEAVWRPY
Target sequence (Q13951 whole entry, looked up, the tested form may be a part): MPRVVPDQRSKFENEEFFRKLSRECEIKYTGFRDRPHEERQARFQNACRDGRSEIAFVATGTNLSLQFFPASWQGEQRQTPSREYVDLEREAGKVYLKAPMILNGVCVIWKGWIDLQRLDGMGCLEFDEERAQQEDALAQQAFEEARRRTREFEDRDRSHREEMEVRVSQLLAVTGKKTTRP
Tb hexokinase = T. brucei hexokinase 1 inhibition; 220,000 tested, 0.11% active; inhibition, % at 10 µM; recombinant TbHK1, G6PDH-coupled NADH A340;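 active means inhibition of 50% or more in the single-dose primary screen; inactive means inhibition below 50%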
Runt-CBFb FRET = Runt domain-CBFb interaction inhibition. Q01196+Q13951. 220,000 tested, 0.46% active. Cerulean-Runt/Venus-CBFb FRET ratio 530/480, 1 h. inhibition, % at 20 µM;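 active means inhibition over about 50% at 20 µM in the single-dose screen, limit read from the data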;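 further: 0% = DMSO wells and 100% = excess unlabeled CBFb competitor control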
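Measured by: fluorescence energy transfer, 422 nm excitation, 530/480 nm emission; Assay system: Cerulean-Runt domain; Medium: Tris pH 7.5 buffer with BSA; Measure: loss of energy transfer signal; Controls: 5 µM unlabeled CBFb as full-inhibition high control; Incubation: protein complex preformed 1 h, compound exposure 1 h, room temperature, dark.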
14-3-3 Bad PPI = disrupts binding of bovine 14-3-3 zeta to phospho-Bad peptide | P63103 | TR-FRET 14-3-3zeta/Dy647-pBad peptide displacement, 1 h | inhibition, % at 21.7 µM | 220,000 tested, 0.71% active;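 active means inhibition above about 70%, limit read from the data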;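 further: 0% = full 14-3-3 plus peptide FRET controls and 100% = background without 14-3-3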
NCF1 inh = p47phox (human) inhibition. P14598. 220,000 tested, 0.53% active. p47phox/p22phox peptide binding, fluorescence polarization, 2 h. inhibition, % at 24.7 µM;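 active means inhibition above about 30%, limit read from the data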;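 further: 0% = p47phox with labelled peptide and 100% = labelled peptide alone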
MDM2 E3 inh = blocks human Mdm2 ubiquitin ligase activity | Q00987 | cell-based MDM2 ubiquitination luciferase reporter, 2 h; 0 = plate control, 100 = twice control, blank-subtracted | signal enhancement, % at 5 µM | 210,000 tested, 0.11% active;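 active means signal enhancement of 30% or more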;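 further: luminescence tracks abundance of the self-degrading MDM2-luciferase fusion protein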
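Timing – 2 h compound exposure at 37 °C · Assay system – mammalian cells stably expressing self-ubiquitinating, self-degrading MDM2 E3–luciferase fusion · Amount – 2000 cells seeded into each well · Measure – % luminescence enhancement versus blank-corrected plate control mean · Measured by – SteadyLite luminescence, 15 min reagent step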
EBV gp42 inh = EBV gp42 inhibition; Fluorescence polarization binding assay, mP read-out; inhibition, % (tested at 21.74 µM); 220,000 tested, 0.42% active; in the data active means inhibition above about 50%
Target sequence (Q1HVG2 whole entry, looked up): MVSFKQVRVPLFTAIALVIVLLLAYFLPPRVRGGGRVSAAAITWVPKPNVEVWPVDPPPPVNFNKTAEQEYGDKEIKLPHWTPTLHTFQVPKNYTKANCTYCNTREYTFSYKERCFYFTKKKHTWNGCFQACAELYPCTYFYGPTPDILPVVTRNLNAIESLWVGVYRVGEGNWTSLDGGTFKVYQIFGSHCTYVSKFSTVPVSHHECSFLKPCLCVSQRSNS
Active calls of the source: *; x = not tested or not shown; [ ] = remark or other dose.

SMILES	Hck Nef HTS	L929 necroptosis	Runt-SMMHC FRET	Tb hexokinase	Runt-CBFb FRET	14-3-3 Bad PPI	NCF1 inh	MDM2 E3 inh	EBV gp42 inh
CCOc1ccc(S(=O)(=O)N2CCN(c3ccc(C)cc3C)CC2)cc1	24	0.9	-2	-1	0	7	-9	-10	6
CN(C)c1ccc(N=Nc2ccccc2C(=O)OCC(=O)N2CCCCCC2)cc1	4	1.2	-5	-3	-9	-17[fluorescence artefact?]	-17	-1	-5
Fc1ccccc1Cn1c2[n+](c3ccc(C(F)(F)F)cc31)CCCCC2	-26	-1.9	5	11	-5	19	3	-5	-59
CC(C)=CCc1c(O)ccc(C(=O)Cc2ccccc2)c1O	3	0.1	2	-2	0	2	-30	-13	-8
O=c1c(-c2ccccc2)c(O)cc(-c2ccncc2)n1-c1ccc(Cl)cc1	7	0.4	3	2	0	-5	-12	-4	-6
Oc1ccccc1C1=Nc2ncnn2C(c2ccc(F)cc2)C1 (configuration not stated)	x	x	-1	x	-1	-1	1	4	-21
COCCN(Cc1cc2c(C)cc(C)cc2nc1Cl)C(=O)c1ccccc1F	20	-0.4	1	7	-1	5	-2	-21	-11
Cc1cc2cccc(C)c2nc1SCC(=O)NCC1CCCO1 (configuration not stated)	23	-0.4	0	-9	0	-2	-10	13	-26
O=C(OCCCN=C1NS(=O)(=O)c2ccccc21)c1ccccc1F	-1	0.0	3	5	0	-14	-4	x	-8
Cc1ccc(S(=O)(=O)NCC2CCC(C(=O)NCc3ccccn3)CC2)cc1 (configuration not stated)	2	-0.5	0	-4	1	-2	3	-4	6
CN(CCc1ccccn1)C(=O)CCC1CCCN(C(=O)CN2CCCCCC2)C1 (configuration not stated)	8	0.1	1	-10	2	-16	-6	-6	-5
CC1SC(c2cccc(Cl)c2)NC1=O (configuration not stated)	1	-0.1	-4	1	2	-8[fluorescence artefact?]	-3	-12	-13
Cc1nnc(SCC(=O)c2ccc([N+](=O)[O-])cc2)s1	18	0.7	-7	-5	1	-10	-1	-4	-2
O=C(O)C1CN(c2ncccc2[N+](=O)[O-])C1	28	0.8	-1	1	2	-7	-14	-6	0
O=C(NNC(=O)C1CCN(c2ncccn2)CC1)c1ccc(Cl)cc1	8	-0.8	1	6	-1	5	-3	-4	-16
COC(=O)C1(Cc2ccccc2)NC(c2ccccc2C)C2C(=O)N(c3ccc4c(c3)OCO4)C(=O)C21 (configuration not stated)	13	-0.4	4	0	-1	1	-11	-12	-17
CCOC1OC(=O)C(Cl)=C1Nc1ccc(C)cc1 (configuration not stated)	3	4.1	-6	-6	0	31	9	-4	4
CCCc1nnc(NC(=O)c2ccc(N3C(=O)C4C5C=CC(C5)C4C3=O)cc2)s1 (configuration not stated)	-1	0.8	1	-18	2	-5	2	-13	-4
Oc1cccc(NC(=S)Nc2ccccc2)c1	27	-0.1	-2	4	4	99*	8	x	16
CCN(CC)c1c([N+](=O)[O-])c(=O)n(CC)c2ccccc12	34	-0.1	-2	-20	0	2	-17	2	-5
Cc1cccc2sc(NC(=O)CCNS(=O)(=O)c3cccc4nonc34)nc12	0	0.8	0	2	-1	-2	-16	-3	-2
Cc1c(C(=O)Nc2cccc(Cl)c2)cn2c(nc3ccccc32)c1C#N	7	0.6	-65	2	-80	24	3	0	-23
CCc1ccc(NC(=O)N(CCCN2CCOCC2)Cc2cccs2)cc1	-1	0.7	0	-5	1	9	3	-8	-13
Cc1ccc(-c2ccc(/C=C3\SC(N4CCOCC4)=NC3=O)o2)cc1	7	-2.4	-33	-5	30	-15	-32	-6	-83
COc1ccccc1-n1c(CCn2nc(C)c(Br)c2C)n[nH]c1=S	4	0.4	12	2	9	-16	-4	-6	-15
CCOc1ccc(S(=O)(=O)N/N=C2/CC(c3ccccc3)Oc3ccccc32)cc1 (configuration not stated)	8	34	1	-4	2	0	-11	-5	-24
COc1ccc(/C(C)=N/OCC(=O)N=Nc2c(O)[nH]c3ccc(Br)cc23)cc1	7	0.8	-2	-5	-2	14	-1	0	-15
COc1cc2[nH]c(-c3cccc(F)c3)cc(=O)c2cc1OC	-3	2.4	3	-2	1	20[fluorescence artefact?]	6	x	-7
CC(=O)N(C)C1=C(N2CCOCC2)C(=O)c2ccccc2C1=O	1	32	-1	-10	-2	-3	-24	-20	-11
O=C(CN1c2ccccc2Sc2ccccc21)N/N=C/c1ccc(Cl)cc1	18	0.5	-2	-26	2	-1	-6	-3	-14
CC(C)CC1NC(=O)N(Cc2nc3ccccc3s2)C1=O (configuration not stated)	31	-0.4	1	-4	0	-2	-13	x	-7
O=C(Cn1cc2c(n1)CCCCC2)Nc1ccccc1Cl	11	0.8	-1	5	-1	0	-5	-6	-13
Cc1c(Br)ccc(NC(=O)c2ccccc2[N+](=O)[O-])c1C	5	0.5	-3	-2	-3	-16	0	-3	7
CCP(=O)(c1ccccc1)C(C)(C)O (configuration not stated)	0	1.5	2	-13	0	8	-21	-3	-16
COc1ccc(C(=O)C2CCCN(Cc3ccc4c(c3)OCCO4)C2)cc1F (configuration not stated)	0	-1.0	-5	-9	3	4	-16	-36	-20
CSc1nccn1CC(=O)Nc1ccc(F)cc1	0	13	3	-10	0	-4[fluorescence artefact?]	-2	-5	-10
CC(O)C(=O)N/N=C/c1ccccc1C(=O)O (configuration not stated)	19	9.8	2	-1	3	3	-4	2	-8
Cc1cc(C)cc(N2C(=O)CN(Cc3sccc3C)C2=S)c1	1	0.6	0	-3	14	-18	-4	-11	-11
CCCC1C2C(=O)N(c3cccc(C)c3)C(=O)C2ON1c1ccccc1 (configuration not stated)	1	-0.2	-3	-11	-1	-3	-5	-12	-10
COC(=O)C1=C(CSc2nccn2C)NC(=O)NC1c1cc(C)ccc1C (configuration not stated)	-2	0.7	3	-13	2	-5[fluorescence artefact?]	2	-17	-26
COc1ccc(C(=O)OC/C(O)=C(\C#N)c2nc3ccccc3[nH]2)cc1S(=O)(=O)N1CCOCC1	-19	0.7	2	-8	-1	5	-12	3	-6
CCC(C)/C(C)=N/NC(=O)CNS(=O)(=O)c1ccc([N+](=O)[O-])cc1 (configuration not stated)	6	1.1	-1	-6	-2	0	-4	-18	-8
COc1cc(OC)cc(C(=O)N2CCN(Cc3ccccc3Br)CC2)c1	18	4.9	-1	-3	-1	31	-13	0	-16
O=C(Nc1ccc(Cl)cc1)ON=C1CCCC1	1	-0.1	1	30	2	-1	9	4	-21
COc1ccc(/C=C(/NC(=O)c2ccccc2Cl)C(=O)NCCCC(=O)O)cc1	11	0.8	2	0	1	7	2	-12	-6

Given with two lines to a compound: part of the list above.
Screens in order: Hck Nef HTS, L929 necroptosis, Runt-SMMHC FRET, Tb hexokinase, Runt-CBFb FRET, 14-3-3 Bad PPI, NCF1 inh, MDM2 E3 inh, EBV gp42 inh
> CCC(C)/C(C)=N/NC(=O)CNS(=O)(=O)c1ccc([N+](=O)[O-])cc1 (configuration not stated)
    6, 1.1, -1, -6, -2, 0, -4, -18, -8
> Cc1cc(C)cc(N2C(=O)CN(Cc3sccc3C)C2=S)c1
    1, 0.6, 0, -3, 14, -18, -4, -11, -11

Remaining list, next part:
SMILES	Hck Nef HTS	L929 necroptosis	Runt-SMMHC FRET	Tb hexokinase	Runt-CBFb FRET	14-3-3 Bad PPI	NCF1 inh	MDM2 E3 inh	EBV gp42 inh
CCOC(=O)c1cc(-c2ccccc2)sc1NC(=O)C(C)Sc1nnc(N)s1 (configuration not stated)	6	0.7	0	-6	-2	8[fluorescence artefact?]	-6	-2	-3
CCN(CC)S(=O)(=O)c1cccc(N=Nc2c(O)c3ccccc3oc2=O)c1	18	-0.1	0	-12	-4	-2	-18	-16	-49
CCNC(=O)CC1C(=O)N(c2cccc(OC)c2)C(=O)N1CCOC (configuration not stated)	15	0.6	-1	4	1	9	2	1	-21
S=C(NCC1CCCO1)Nc1ccc(Cl)cc1Cl (configuration not stated)	2	-0.4	2	20	2	-19	-8	0	-16
COc1ccc(OC)c(S(=O)(=O)N2CCC(C(=O)Nc3cccc(C)c3C)CC2)c1	2	3.0	-44	-4	5	-1	-2	-15	-7
O=C(CCc1ccc(S(=O)(=O)NCCc2ccccc2)cc1)Nc1ccc2c(c1)OCO2	8	0.4	3	-7	2	-4	-3	-5	1
COc1ccc(CNC(=O)C(C)Sc2nc3ccccc3c(=O)n2CCCN2CCOCC2)cc1 (configuration not stated)	-34	0.4	-2	-3	0	-4	-1	0	-22
Cc1csc(SCC(=O)Nc2ccc(Cl)cn2)n1	0	5.6	-4	-4	-4	-13	-18	-15	-7
O=c1c2c(ncn2C2CCCC2)n(Cc2ccccc2)c(=O)n1CCOc1ccc(Br)cc1	1	-0.5	2	0	2	-5	-11	-14	-37
COc1ccc(-c2ccc(OC)c([C@H]3[C@H]4C=CC[C@@H](C)[C@@H]4C(=O)N3Cc3ccccc3)c2)cc1OC	29	-0.6	0	-8	0	-1	-8	0	-18
CCOC(=O)c1c(C)c(C(=O)NCCc2ccccc2)c(C)n1C	9	-0.3	3	-1	-1	3	-7	-6	-9
Cc1cccc(NC(=S)NCC(c2cccnc2)N(C)C)c1C (configuration not stated)	1	-0.2	2	1	1	-8	-35	-17	-14
Cc1nc2cc3ccccc3cc2n1C	8	x	-1	-10	1	-1	-2	-9	-6
CCN(CC)c1ccc(C=Nc2ccccc2C)c(O)c1	1	1.7	3	-43	8	0[fluorescence artefact?]	-12	x	-5
COc1ccc(-c2cc(-c3cc(C)ccc3O)[nH]n2)cc1	32	8.2	1	10	-1	-4	-14	1	10
Cc1cc(C(=O)CSc2nnc(Nc3ccccc3F)s2)c(C)n1CC1CCCO1 (configuration not stated)	1	0.4	0	-5	2	-6	-17	-9	-15
O=C(Cn1nc(CNc2ccc(Br)cc2)[n+]2c1CCCCC2)c1ccc([N+](=O)[O-])cc1	17	0.2	1	-7	0	2	11	-36	13
O=C(CN1C(=O)CCC1=O)Nc1nc(-c2ccc(Cl)s2)cs1	7	x	1	0	0	0	-13	-6	-7
COc1ccc(C(=O)NCC(=O)OCC(=O)NCc2cccs2)cc1	11	1.9	-4	0	-1	-10	-12	1	-7
CC(OC(=O)CN(C)S(=O)(=O)c1ccc(Cl)cc1)C(=O)Nc1cccc(Cl)c1 (configuration not stated)	2	0.8	6	-1	1	11	-5	-18	3
CCC(CO)NCc1ccc(Br)cc1 (configuration not stated)	5	0.1	0	1	-1	4	-1	-17	-3

Look-ups from the list:
MDM2 E3 inh with `CC(OC(=O)CN(C)S(=O)(=O)c1ccc(Cl)cc1)C(=O)Nc1cccc(Cl)c1` (configuration not stated) is entered as -18
Hck Nef HTS with `COc1ccc(C(=O)NCC(=O)OCC(=O)NCc2cccs2)cc1` is entered as 11
NCF1 inh with `CCC(CO)NCc1ccc(Br)cc1` (configuration not stated) is entered as -1
Runt-CBFb FRET with `Cc1cc(C(=O)CSc2nnc(Nc3ccccc3F)s2)c(C)n1CC1CCCO1` (configuration not stated) is entered as 2

An excerpt from above in order of formula weight, highest first.
SMILES	Hck Nef HTS	L929 necroptosis	Runt-SMMHC FRET	Tb hexokinase	Runt-CBFb FRET	14-3-3 Bad PPI	NCF1 inh	MDM2 E3 inh	EBV gp42 inh
Cc1cc(C(=O)CSc2nnc(Nc3ccccc3F)s2)c(C)n1CC1CCCO1 (configuration not stated)	1	0.4	0	-5	2	-6	-17	-9	-15
CC(OC(=O)CN(C)S(=O)(=O)c1ccc(Cl)cc1)C(=O)Nc1cccc(Cl)c1 (configuration not stated)	2	0.8	6	-1	1	11	-5	-18	3
COc1ccc(C(=O)NCC(=O)OCC(=O)NCc2cccs2)cc1	11	1.9	-4	0	-1	-10	-12	1	-7

Compounds were not picked by outcome. Share with any hit: about 3.2%.
